# Bioassay records from PubChem.
# Lipid storage S3: qHTS Assay for Lipid Storage Modulators in Drosophila S3 Cells; 0.64% of 320,000 active; Potency in µM for hits, for the others lipid storage change, negative = inhibition, % at the top dose, mostly 46.1 µM; Drosophila S3 cells, BODIPY lipid droplet fluorescence, 18-24 h; cells fed with added oleic acid; AID 2685; active means well fitted inhibition curve with a large enough effect in the signal ratio, with a control signal flat, not every such curve was filed as active; inconclusive means small, poorly fitted or top-dose-only effect, or effect the other way, or a change in a side signal; the % refers to the signal ratio
#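 Drosophila S3 cells got compounds at several concentrations plus oleic acid (400 uM solution). Laser-scanning cytometry with 488 nm excitation read lipid droplets at 500-530 nm and cells at 575-640 nm. Percent activity was relative to 20 uM Triacsin C.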
# Lipid storage S3 cell count max: recorded beside Lipid storage S3, whose call it bears; cell number change, %; measured here: cell count max response;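 cells counted by Cell Tracker Red CMTPX staining in the red channel; peak over a dose series mostly up to 46.1 µM; percent activity relative to internal control wells on each plate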
# * hit, by the source's call; i = inactive; ? = inconclusive; / = no result given; & = joins results of further samples; [ ] = another dose, or the depositor's remark. On the % scale 0 is the no-effect control and ±100 the full control effect; potency means the concentration at half of the fitted maximal effect. The list is partial; the hit share may differ from the screen's.
# The first 2 compounds (preview)
# Second line of a record – Lipid storage S3	Lipid storage S3 cell count max
COCCCn1c(C(=O)NCCC2=CCCCC2)cc2c(=O)n3ccccc3nc21
→ ?	/
Cc1cc(NC(=O)c2cnn3c(C(F)(F)F)cc(-c4ccccc4)nc23)no1
→ ?	/

# The listing, repeating the preview:
# Second line of a record – Lipid storage S3	Lipid storage S3 cell count max
COCCCn1c(C(=O)NCCC2=CCCCC2)cc2c(=O)n3ccccc3nc21
→ ?	/
Cc1cc(NC(=O)c2cnn3c(C(F)(F)F)cc(-c4ccccc4)nc23)no1
→ ?	/
CC(=O)Nc1ccc(NC(=O)C(C)OC(=O)CCCOc2ccc(Cl)c(C)c2)cc1 (configuration not stated)
→ ?	/
COc1cccc(NC(=O)COc2ccc3c(c2)CCC3)c1
→ i	/
O=[N+]([O-])c1nn(-c2ccccc2)n(O)c1=NCc1ccc2c(c1)OCO2
→ 20%	-13
COC(=O)c1cc2oc3ccccc3c2n1CC(=O)Nc1ccccc1OC
→ ?	/
C=CCn1cc(/C=C2/NC(=O)NC2=O)c2ccccc21
→ ?	/
CCOC(=O)C1=NN(C(C)=O)C2(CC(=O)N(c3cc(C)cc(C)c3)C2=O)C1 (configuration not stated)
→ ?	/
Cc1ccc(NS(=O)(=O)c2cc(C(=O)NCCSc3ccc(C)cc3)ccc2C)cc1
→ -15%	6
O=C(Nc1nc(=O)c2ccccc2s1)c1ccccc1
→ ?	/
Cc1ccc(SCC(=O)Nc2ccc(N3CCN(c4ccccc4)CC3)c(F)c2)cc1
→ ?	/
CCN(CCO)c1ccc(N=Nc2cc(C)[nH]n2)cc1
→ -9%	-18
CCN(CC)CCCN(C(=O)c1ccccc1C)c1nc(-c2ccc(OC)cc2)cs1
→ ?	/
CCC(=O)c1ccc(OCC(=O)OCC(=O)N2c3ccccc3CC2C)cc1 (configuration not stated)
→ -3%	-6
CC(C)CC(=O)Nc1nc(=S)ss1
→ ?	/
CCOC(=O)N/N=C(\C)c1ccc(OC(F)F)cc1OC(F)F
→ 2%	-11
Cc1ccc(-n2c(C)cc(C=C3C(=O)CC(C)(C)CC3=O)c2C)cc1
→ 6%	5
CC(=O)Nc1cccc(NC(=O)C2C3C=CC(C3)C2C(=O)O)c1 (configuration not stated)
→ 9%	16
CC1CCN(Cc2nnnn2-c2ccc(Cl)cc2)CC1
→ 13µM*	-6.1*
O=C(c1ccc(Br)o1)N1CCN(c2ccc(F)cc2)CC1
→ ?	/
CC(=O)Nc1ccc(OCC(=O)NCc2ccccc2)cc1
→ ?	/
COc1ccc(OC)c(N(CC(=O)N2CCCCC2)S(=O)(=O)c2ccc(OC)c(OC)c2)c1
→ 0%	-7
CC1CCCC(C)N1C(=O)COC(=O)C12CC3CC(CC(Cl)(C3)C1)C2 (configuration not stated)
→ ?	/
Cc1nnc(NC(=O)c2cccc(S(=O)(=O)N3CCCC3)c2)s1
→ -11%	-8
CCOc1ccc(N(CC(=O)NC(C)(C)C)C(=O)CCC(=O)Nc2nccs2)cc1
→ ?	/
CCC(=O)Nc1ccccc1C(=O)C(=O)Nc1ccccc1
→ ?	/
CC(Nc1cc(N2CCN(S(C)(=O)=O)CC2)ccc1[N+](=O)[O-])c1ccccc1 (configuration not stated)
→ ?	/
O=C(c1ccc(=O)[nH]c1)N(Cc1ccco1)C1(C(=O)NC2CCCCC2)CCCCC1
→ ?	/
CCC(C(=O)N1CCN(C(=O)c2ccco2)CC1)c1ccccc1 (configuration not stated)
→ 0%	16
C[C@H]1CCC[C@]2(CC(=O)c3cc(F)ccc3O2)C1
→ ?	/

# Record cards, as listed above:
# C=CCn1cc(/C=C2/NC(=O)NC2=O)c2ccccc21 reads Lipid storage S3 = ?; Lipid storage S3 cell count max = /
# O=C(c1ccc(=O)[nH]c1)N(Cc1ccco1)C1(C(=O)NC2CCCCC2)CCCCC1 reads Lipid storage S3 = ?; Lipid storage S3 cell count max = /
# Cc1cc(NC(=O)c2cnn3c(C(F)(F)F)cc(-c4ccccc4)nc23)no1 reads Lipid storage S3 = ?; Lipid storage S3 cell count max = /

# The listing continues.
# Second line of a record – Lipid storage S3	Lipid storage S3 cell count max
O=C1NC2=C(C(=O)CCC2)C(c2ccc([N+](=O)[O-])cc2)N1 (configuration not stated)
→ ?	/
Cc1cnc(C(=O)OCC(=O)c2ccc(C)s2)cn1
→ ?	/
Cn1c(SCC(=O)Nc2nccs2)nnc1-c1ccccn1
→ i	/
COc1ccc(C)cc1NC(=O)CSc1nnc(-c2ccco2)n1Cc1ccco1
→ ?	/
Cn1cc(CN2CCCC(CO)C2)c(-c2ccc(Oc3ccccc3)cc2)n1 (configuration not stated)
→ 2%	12
CC(C)(C)C(=O)C1=C(O)C(=O)N(Cc2ccccc2)C1c1ccccc1Cl (configuration not stated)
→ ?	/
COC(=O)c1ccccc1NC(=O)c1cc(-c2ccco2)on1
→ ?	/
Cc1ccc(-c2csc(N3CCN(S(=O)(=O)c4ccc5c(c4)NC(=O)CO5)CC3)n2)cc1
→ ?	/
Cc1cc(C)n(C(=O)CCCCCCCC(=O)n2nc(C)cc2C)n1
→ -5%	-14
CC(=O)NCCc1nc2cc(NC(=O)Nc3ccccc3)ccc2n1C
→ 8%	2
CCCc1cc(=O)[nH]c(SCC(=O)N2N=C(c3ccc(Cl)cc3)CC2c2ccco2)n1 (configuration not stated)
→ ?	/
N#CC1=C(N)OC2=C(C(=O)CC(c3ccccc3)C2)C1c1ccoc1 (configuration not stated)
→ i	13
Cc1ccccc1NC(=O)Cc1nc(CSc2nnc(-c3ccc4c(c3)OCO4)o2)cs1
→ ?	/
Cc1cc(Cl)ccc1C(=O)C1CCCN(C(=O)CCn2cnnn2)C1 (configuration not stated)
→ -3%	9
CN(C)c1ccc(C(=O)N/N=C/c2ccccn2)cc1
→ i	-23
O=C(NNC(=O)c1ccc(Cl)cc1Cl)c1ccncc1
→ 5%	6
Cc1ccc(C)c(S(=O)(=O)N2CCN(C(=O)Cc3c(F)cccc3Cl)CC2)c1
→ ?	/
O=C(NCc1ccccn1)Nc1cccc(Cl)c1Cl
→ ?	/
CC(OC(=O)Cn1cnc2c1c(=O)n(C)c(=O)n2C)C(=O)c1ccccc1 (configuration not stated)
→ ?	/
CC(=O)N1Cc2ccccc2CC1C(=O)O (configuration not stated)
→ i	11
CCN(CC)S(=O)(=O)c1ccc(Cl)c(NC(=O)COc2ccccc2[N+](=O)[O-])c1
→ 4%	/
Cc1cc(=O)[nH]c(N/N=C/c2ccc(-c3ccc(F)cc3)o2)n1
→ ?	/
CCSc1nc(=O)n(-c2ccccc2)c(C)c1C(C)=O
→ ?	/
CC1=CC(C)C2C(=O)N(CCC[N+](C)(C)C)C(=O)C2C1 (configuration not stated)
→ -2%	3
COc1ccc(OC)c(NC(=O)Cn2c(=O)n(CC3CCCO3)c(=O)c3cc(OC)c(OC)cc32)c1 (configuration not stated)
→ i	/
N#C/C(C(=O)NCc1ccccc1)=C1/SC(Cc2ccc(Cl)cc2)C(=O)N1c1ccccc1 (configuration not stated)
→ ?	/
O=C(CSc1nc2[nH]ncc2c(=O)[nH]1)Nc1ccc(Cl)c(Cl)c1
→ 15%	0
COc1ccc(NC(=O)COCC(=O)Nc2ccc(C)cc2)cc1
→ 16%	3
Cc1ccc(CSCC(N)C(=O)O)cc1 (configuration not stated)
→ -10%	-8
CCc1ccccc1NS(=O)(=O)Cc1ccccc1
→ ?	/

# 2 of these compounds in another layout.
smiles | Lipid storage S3 | Lipid storage S3 cell count max
COC(=O)c1ccccc1NC(=O)c1cc(-c2ccco2)on1 | ? | /
Cc1ccc(-c2csc(N3CCN(S(=O)(=O)c4ccc5c(c4)NC(=O)CO5)CC3)n2)cc1 | ? | /

# (listing goes on)
# Second line of a record – Lipid storage S3	Lipid storage S3 cell count max
CCOC(=O)c1c(NC(=O)C(F)(OC)C(F)(F)F)sc2c1CCN(C)C2 (configuration not stated)
→ -18%	5
CN(C)C(=O)Oc1cccc([N+](C)(C)C)c1
→ -7%&-3%	-5&-17
CCc1ccc(NC(=O)c2ccc3c(c2)C(=O)N(Cc2ccco2)C3=O)cc1
→ -2%	-8
CC1CCN(C(=O)COC(=O)/C=C/c2ccc(Br)o2)CC1
→ ?	/
O=[N+]([O-])c1ccc2[nH]c(O)c(N=NC(=S)Nc3cccnc3)c2c1
→ 27%	14
CCOCCCN1CN(Cc2ccccc2)CNC1=S
→ 1%	6
CCC(Sc1nc2ncccc2[nH]1)C(=O)NC1CCC(C)CC1 (configuration not stated)
→ ?	/
CCCCCCc1cc2cc(S(=O)(=O)c3ccc(C)cc3)c(=O)oc2cc1O
→ ?	/
CC(=O)c1ccc(OCCCC(=O)OCC(=O)Nc2c(C)nn(-c3ccccc3)c2C)cc1
→ ?	/
CC1Sc2ccc(S(=O)(=O)CCC(=O)N(C)Cc3ccccc3)cc2NC1=O (configuration not stated)
→ -29%	/
COc1ccc(C(=O)N/C(=C\c2ccc3c(c2)OCO3)C(=O)NCCc2nc3ccccc3[nH]2)cc1
→ ?	/
O=[N+]([O-])c1ccc(N2CCN(CCOc3nonc3-c3ccccc3)CC2)c(Cl)c1
→ -2%	-11
Cc1c(C(=O)N2CCOCC2)[nH]c2c1C(=O)CC(c1ccc(Cl)cc1)C2 (configuration not stated)
→ 0%	4
Nc1nonc1-n1nnc(C(=O)N/N=C/c2ccc(OCc3ccccc3)cc2)c1CNc1ccccc1
→ i	4
C=CCOc1ccc(CN(C)CC(=O)N(CC(C)C)c2c(N)n(CC(C)C)c(=O)[nH]c2=O)cc1
→ 3%	7
CC1(C)Cc2nc3scc(NC(=O)c4ccccc4)c3cc2CO1
→ ?	/
CCc1cc2c(SCC(=O)Nc3ccc(NC(C)=O)cc3)ncnc2s1
→ ?	/
COc1cccc(-c2cc(C(F)(F)F)nc(NCc3ccco3)n2)c1
→ ?	/
COc1ccccc1NC=C1C(=O)OC2(CCCCC2)OC1=O
→ 9%	-15
Cc1nn(Cc2c(F)c(F)c(F)c(F)c2F)c(C)c1NC(=O)c1c([N+](=O)[O-])c(C)nn1C
→ ?	/
N#C/C(=C\c1ccc(O)c(O)c1)C(=O)Nc1ccccc1
→ ?	/
COc1cc(-c2cc(C(=O)Nc3c(Cl)cc(Cl)cc3Cl)c3ccccc3n2)cc(OC)c1OC
→ ?	/
COCCCNC(=O)C(Cc1ccccc1)NS(=O)(=O)c1ccc2c(c1)c(=O)n(C)c(=O)n2C (configuration not stated)
→ i	/
O=C(Cn1cnc2ccccc21)Nc1cccc([N+](=O)[O-])c1
→ 10%	16
O=C(N/N=C/C=C\c1ccc([N+](=O)[O-])cc1)c1cccnc1
→ i	/
CCOc1ccc(C(C)=O)cc1COC(=O)C1=COCCO1
→ ?	/
O=C(Nc1ccccc1O)c1cc(S(=O)(=O)N2CCOCC2)c(Cl)cc1Cl
→ 5%	0
COCCNC(=O)C(=O)N/N=C/c1ccccc1C(F)(F)F
→ 6%	22
NC1=NC[C@H](Cc2ccc(O)cc2)N1CCc1cc(C(F)(F)F)cc(C(F)(F)F)c1
→ 2%	/
COc1ccc(NC(=O)CSC(C)c2nc3ccccc3c(=O)[nH]2)cc1 (configuration not stated)
→ 3%	-6

# Further entries:
# Second line of a record – Lipid storage S3	Lipid storage S3 cell count max
CCCCOc1ccc(C(=O)NCC(=O)NCC(=O)OCC)cc1
→ i	-6
O=c1cc(NC2CCCCCC2)[nH]c(=O)[nH]1
→ 24%	8
C=CCn1c(SCC(=O)Nc2nccs2)nnc1-c1ccco1
→ -25%	4
Cc1ccc(NC(=O)CSCC#N)cc1
→ ?	/
CC(NC(=O)C1CCN(S(=O)(=O)c2cc([N+](=O)[O-])ccc2Cl)CC1)c1ccccc1 (configuration not stated)
→ ?	/
COC(=O)C1=C(C)NC2=C(C(=O)CC(C)(C)C2)C1c1cn(Cc2ccc(Br)cc2)nc1-c1ccccc1 (configuration not stated)
→ -36%	/
CCOC(=O)c1ccc(NC(=O)Cn2nnc(-c3ccccc3C)n2)cc1
→ ?	/
Cc1ccc(NC(=O)C2CC(=O)N(C(C)C)C2)cc1Cl (configuration not stated)
→ -15%	8
O=C(C[n+]1cc(-c2ccc(Cl)cc2)n2c1CCC2)Nc1nc(-c2ccc(F)cc2)cs1
→ -2%	1
COc1ccc(/C=N/NC(=O)C2C3CCCCC32)cc1OC (configuration not stated)
→ ?	/
O=C(NCc1ccccc1)c1nncc(-c2ccccc2)n1
→ ?	/
COc1ccc(C(=O)NNC(=O)Cc2ccc([N+](=O)[O-])cc2)cc1
→ ?	/
Cc1cc(C(N)=O)c2ccccc2n1
→ ?	/
CC(Sc1n[nH]c(=O)n1Cc1ccccc1)C(=O)NCC1CCCO1 (configuration not stated)
→ 1%[0.0737 µM]	-6
CCc1[nH]nc(C(=O)N2CCCC(CNS(=O)(=O)c3cccs3)C2)c1C (configuration not stated)
→ -10%	1
CCOc1ccc2nc(-c3ccc(OC)c(OC)c3)cc(C(=O)O)c2c1
→ ?	/
C/C(=N\NC(=O)c1ccc2c(c1)OCO2)c1cccnc1
→ ?	/
O=C(CCCc1ccccc1)Nc1cccc([N+](=O)[O-])c1
→ ?	/
CC(C)(C)c1nnc(NC(=O)NS(=O)(=O)c2ccccc2)s1
→ 8%	3
CCCn1c(N)c(N(CCOC)C(=O)c2cc3ccccc3cc2OC)c(=O)[nH]c1=O
→ 21%	-8
Cc1ccc(F)cc1NC(=O)C1CC(=O)N(CCc2ccccc2)C1 (configuration not stated)
→ ?	/
Cc1cc(Cl)ccc1C(=O)C1CCCN(C(=O)CN2CCOC2=O)C1 (configuration not stated)
→ ?	/
Cc1ccc(NC(=S)NNC(=O)c2nn(C)cc2Cl)cc1
→ ?	/
